# Pf growth 96h = Primary qHTS for delayed death inhibitors of the malarial parasite plastid, 96 hour incubation. P. falciparum luciferase reporter growth, 96 h. Potency, µM (doses to about 28.7 µM), for inactives: at the top dose activity change, negative = inhibition, usual class: inhibitors. 320,000 compounds, 6.9% hits. AID 504834, 2011
#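 Two-generation exposure (96 h) targets delayed-death phenotype. Reporter parasites carrying integrated firefly luciferase, in red cells at 2% hematocrit and 0.05% parasitemia final, kept at 37 C, 5% CO2; luminescence loss indicates inhibition.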
# Pf growth 48h = Primary qHTS for delayed death inhibitors of the malarial parasite plastid, 48 hour incubation; P. falciparum luciferase growth in erythrocytes, 48 h; Potency, µM (doses to about 28.7 µM), for the others: at the highest dose activity change, negative = inhibition, most hits filed as inhibitors; 310,000 compounds, 5.9% hits
#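 Parasite viability was followed by luminescence of a genomically integrated firefly luciferase. Cultures held 0.1% parasitemia at 2% hematocrit (final), incubated under 5% CO2 at 37 C.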
# HCV inh = qHTS Assay for Inhibitors of Hepatitis C Virus (HCV) | Huh7.5.1 HCVcc-Cre infection, luciferase reporter, 44 h | Potency, µM (doses to about 41.8 µM), for the others: at the top dose activity change, negative = inhibition, actives largely listed as inhibitors | 340,000 compounds, 3.4% hits
#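 Cells seeded at 1,000/well and cultured 4 h, then compounds added followed by HCVcc-Cre virus (~0.5 moi). After 44 h further culture, luciferase substrate was added, plates held 15 min at room temperature, and luminescence read for 15 sec.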
# LmPK inh = qHTS Assay for Inhibitors of Leishmania Mexicana Pyruvate Kinase (LmPK). AID 1721, 2009. Q27686. 290,000 compounds, 0.37% hits. purified LmPK, Kinase-Glo ATP luminescence, 1 h. Potency, µM (doses to about 57.5 µM), for inactives: at the highest dose activity change, negative = inhibition, hits mostly inhibitors
# Target sequence (Q27686 whole entry, looked up): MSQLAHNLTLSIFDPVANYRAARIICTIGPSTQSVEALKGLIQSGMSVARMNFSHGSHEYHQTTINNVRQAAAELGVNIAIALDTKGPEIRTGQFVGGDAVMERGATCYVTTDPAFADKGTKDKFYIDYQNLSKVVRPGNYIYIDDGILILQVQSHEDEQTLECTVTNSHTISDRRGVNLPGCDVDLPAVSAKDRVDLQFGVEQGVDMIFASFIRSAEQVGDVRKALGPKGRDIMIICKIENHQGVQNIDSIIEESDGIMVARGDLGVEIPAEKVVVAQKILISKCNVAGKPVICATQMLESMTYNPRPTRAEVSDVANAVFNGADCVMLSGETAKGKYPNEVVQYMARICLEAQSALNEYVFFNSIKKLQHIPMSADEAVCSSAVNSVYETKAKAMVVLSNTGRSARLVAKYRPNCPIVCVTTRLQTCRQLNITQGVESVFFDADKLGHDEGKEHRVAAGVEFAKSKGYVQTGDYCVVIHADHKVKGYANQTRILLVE
#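 Purified LmPK (0.1 nM) with 0.5 mM PEP and 0.1 mM ADP in imidazole buffer pH 7.2 with MgCl2/KCl, 1 h at room temperature. ATP formed was read by luciferase luminescence and normalized to no-enzyme and uninhibited controls.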
# Tb PYK inh = qHTS of Trypanosoma Brucei Inhibitors. Potency, µM (top dose mostly 76.8 µM), without a hit: at the highest dose activity, negative = inhibition, actives largely listed as inhibitors. pyruvate kinase (Trypanosoma brucei), Q57TT1. TbPYK enzyme, Kinase-Glo Plus ATP luminescence, 45 min. AID 624173, 2012. 410,000 compounds, 0.12% hits; note: nearly all actives have a fitted effect of over 50% in size
#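 Enzyme and substrate buffer are dispensed first and compound is pin-transferred. ADP at 130 uM final then starts the reaction, which runs 45 min at room temperature. Detection reagent is added for 10 min before luminescence is imaged.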
# Sm TGR block = qHTS Assay for the Inhibitors of Schistosoma Mansoni Peroxiredoxins; Schistosoma mansoni thioredoxin glutathione reductase (TGR), Q962Y6; purified TGR, DTNB reduction, TNB absorbance 405 nm; Potency, µM (titrated, usually from 114 µM), without a hit: at the highest dose activity change, negative = inhibition, actives largely listed as inhibitors; 360,000 compounds, 3% hits; note: nearly all actives have a fitted effect of over 60% in size
#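 TGR 20 nM + NADPH 100 uM (dispensed conc.), cpd preinc 15 min RT; start with NADPH (500 uM addition) then DTNB (15 mM addition). Kinetic TNB absorbance, 405 nm filter. Four-parameter Hill fit across titration.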
# * marks the source's active call; other numbers are inactive results; ? = inconclusive; · = not tested or not shown; & = joins results of further samples; [ ] = dose if it differs, or a comment. Calls come from the whole dose curve; as a rule, active = well fitted curve in the direction sought with a large enough effect; inconclusive = small, poorly fitted or top-dose-only effect, or another doubt; inactive = no such curve, though single readings can be large; an effect the other way counts as inactive or inconclusive. % is set by controls: 0 for no effect and ±100 for the full control effect; potency is the fitted concentration of half-maximal effect.
SMILES,Pf growth 96h,Pf growth 48h,HCV inh,LmPK inh,Tb PYK inh,Sm TGR block
Cc1cccc(NC(=O)CN2CCC(NC(=O)C3CCCCC3)CC2)c1C,4.1µM*,6%,-1%,-4%,-3%,7%
CCCCN(Cc1cc2cc(C)ccc2[nH]c1=O)C(=O)c1ccccn1,16%,-8%,3%,5%,-1%,0%
COCC(=O)Nc1nc(-c2ccc(C)cc2)c(C)s1,-103%,51%[activator],-4%,5%,0%,-16%
CN(CC(=O)Nc1ccccc1Cl)CC(=O)Nc1c(F)cccc1F,13%,-6%,5%,9%,-2%,3%
O=C(CCSc1nnc(-c2ccco2)o1)N1CCOCC1,97%[activator],10%,5%,-1%,6%,0%
O=C(Nc1nc2c(s1)CCCC2)c1cc(-c2ccncc2)nc2ccccc12,0%,0%,?,3%,-1%,-6%
Cc1nc(CSc2nnc3scc(-c4ccc(Cl)cc4)n23)cs1,7%,?,-6%,-4%,?,2%
CCN(C(=O)COC(=O)Cc1c[nH]c2ccccc12)C1CCS(=O)(=O)C1 (stereo unspecified),-11%,20%,-1%,-7%,6%,0%
COc1ccc(N2CCN(C(=O)c3ccc4c(c3)NC(=O)C(CSCc3ccc(C)cc3)N4)CC2)cc1 (stereo unspecified),6%,-10%,·,22%,·,?
O=C(NCCc1cccs1)c1cccs1,?,240%[activator],21%,8%,7%,1%
Cc1csc(NC(=O)c2ccc[nH]c2=O)n1,190%[activator],112%[activator],8%,-16%,2%,-14%
CN1C(=O)N(C)C(=O)C2(Cc3c(ccc4ccccc34)N(C)C2)C1=O,26%,-4%,-7%,2%,-7%,-27%
C=CCNc1nc(C(=O)OCC(=O)Nc2ccc(S(N)(=O)=O)cc2)cs1,5%,4%,-12%,·,2%,0%
CCOC(=O)c1sc2nc3n(c(=O)c2c1C)CCCCC3,-1%,67%[activator],-14%,-7%,4%,0%
COc1cc(Br)cc(/C=C/c2ccc3cccc(O)c3n2)c1O,10%,-12%[0.00184 µM],?,4%,0%,-30%
CCOC(=O)N1CCC(N2CC34C=CC(O3)C(C(=O)Nc3ccc(C)cc3)C4C2=O)CC1 (stereo unspecified),68%[activator],·,4%,3%,-12%,-3%
CCc1ccc(NC(=O)C2=CC(c3ccc(OC)c(OC)c3)=NS(=O)(=O)N2C)cc1,-21%,-8%,5.6µM*,2%,-1%,-28%
O=C(COC(=O)C1=COCCO1)Nc1ccc(Oc2ccccc2)cc1,-11%,·,12%,6%,·,6%
COc1ccc(N(CC(=O)NC2CC3CCC2C3)S(=O)(=O)c2ccccc2)cc1OC (stereo unspecified),46%[activator],-28%,4%,1%,1%,-4%
Cn1c(-c2ccccc2)c(CCO)c2ccccc21,-13%,-25%,-25%,-2%,0%,-12%
O=C(NCCCCc1ccccc1)c1ccccc1Cl,67%[activator],49%[activator],1%,-5%,0%,-7%
CCCc1cc(=O)oc2c(C)c(O[C@@H]3O[C@H](CO)[C@@H](O)[C@H](O)[C@H]3O)ccc12,28%,39%[activator],?,-2%,6%,1%
COc1cc(O)c(C(CCN2CCCCC2)c2ccc(N(C)C)cc2)c(OC)c1 (stereo unspecified),0.83µM*,1.3µM*,-11%,1%,0%,8%
Cc1cc(=O)oc2cc(OS(C)(=O)=O)ccc12,?,21%&-6%,12%&6%,-5%&4%,-4%,13%&0%
COC(=O)c1cc(S(=O)(=O)N2CCOCC2)c(N2CCOCC2)cc1N1CCOCC1,?,-27%,1%,5%,-3%,3%
C1CCc2nc3c(nc2C1)CCCC3,0%,19%,8%,3%,4%,-3%
O=C(Nc1ccc(Cl)cc1)Nc1ccccn1,7%,83%[activator],-9%,-3%,1%,7%
O=C(Cc1ccccc1)NCC(=O)OCc1cccc([N+](=O)[O-])c1,10%,7%,6%,1%,1%,0%
COC(=O)c1cccc(C(=O)Oc2cccc(Br)c2)n1,?,50%[activator],-14%,-21%,7%,?
CCc1sc(C(=O)N2CCC3(CC2)OCCO3)cc1Br,·,0%,-6%,-1%,-6%,-2%

# The final 2 entries of the part before lead into the next:
SMILES,Pf growth 96h,Pf growth 48h,HCV inh,LmPK inh,Tb PYK inh,Sm TGR block
COC(=O)c1cccc(C(=O)Oc2cccc(Br)c2)n1,?,50%[activator],-14%,-21%,7%,?
CCc1sc(C(=O)N2CCC3(CC2)OCCO3)cc1Br,·,0%,-6%,-1%,-6%,-2%
CCCCOCC(O)CCc1n[nH]c(=S)n1-c1ccccc1 (stereo unspecified),23%,-36%,19%,-8%,?,-2%
CCCCCOc1ccc(/C=c2\sc3ncnn3c2=O)cc1,-10%,27%,·,-2%,·,3%
C=CC[C@H]1Cc2c(cccc2[N+](=O)[O-])[C@H](CC=C)N1,-28%,4%,19%,-10%,-15%,-16%
Cc1ccc(S(=O)(=O)N2CCCC2CNC(=O)c2ccc3c(c2)OCO3)cc1 (stereo unspecified),15µM*,?,?,·,6%,-7%
COCCn1c(SCc2ccc(C(=O)OC)o2)nc2cc(Cl)ccc2c1=O,0%,?,-26%,2%,-20%,0%
COc1ccccc1NS(=O)(=O)c1ccc2c(c1)NC(=O)CC(=O)N2,-5%,21%,7%,-7%,1%,3%
Cc1cc(C(=O)N/N=C/c2ccc(-c3cccc(Cl)c3)o2)n[nH]1,-19%,?,-12%,10%,-2%,0%
COC(=O)c1sccc1NC(=O)CC1C(=O)NCCN1C(=O)Nc1ccccc1 (stereo unspecified),18%,-11%,2%,1%,1%,9%
CC(C)CNC(=O)c1cc(S(=O)(=O)N2CCOCC2)ccc1N1CCCC1,?,?,3%,-1%,-5%,4%
COc1ccc(CCc2nnc(NS(C)(=O)=O)s2)cc1,-29%,0%,7%,2%,-9%,?
COc1ccc(C(=O)N2CCN(C(=O)Cc3ccccc3)CC2)cc1OC,?,13%,3%,3%,4%,11%
COc1cccc(C(=O)C2CCCN(Cc3cccc(-n4nc(C)cc4C)c3)C2)c1 (stereo unspecified),?,?,35µM*,-11%,-5%,-2%
Cc1nn(C)cc1C(=O)/C=C/c1ccc([N+](=O)[O-])cc1,4.7µM*,13µM*,22µM*,0%,5%,2%
O=c1nc(-c2ccccc2)nc(-c2ccccc2)[nH]1,31%[activator],35%[activator],9%,-4%,-4%,3%
CC(=O)N1c2ccc(S(=O)(=O)N3CCC(C(=O)N4CCN(c5cc(Cl)ccc5C)CC4)CC3)cc2CC1C (stereo unspecified),-2%,?,?,1%,-9%,-6%

# Ordered by molecular weight (low to high): some entries from above
SMILES,Pf growth 96h,Pf growth 48h,HCV inh,LmPK inh,Tb PYK inh,Sm TGR block
Cc1nn(C)cc1C(=O)/C=C/c1ccc([N+](=O)[O-])cc1,4.7µM*,13µM*,22µM*,0%,5%,2%
COc1ccccc1NS(=O)(=O)c1ccc2c(c1)NC(=O)CC(=O)N2,-5%,21%,7%,-7%,1%,3%
COc1cccc(C(=O)C2CCCN(Cc3cccc(-n4nc(C)cc4C)c3)C2)c1 (stereo unspecified),?,?,35µM*,-11%,-5%,-2%

# The list goes on:
SMILES,Pf growth 96h,Pf growth 48h,HCV inh,LmPK inh,Tb PYK inh,Sm TGR block
CCN(c1ccccc1C)S(=O)(=O)c1cc2c3c(c1)CCC(=O)N3CCC2,-3%,?,-24%,1%,0%,-1%
COc1cccc(/C=c2\sc3nc(-c4cccs4)nn3c2=O)c1OC,?,0%,11%,-1%,0%,-21%
CC(=O)c1sc(NC(=O)c2cccs2)nc1C,26%,-10%[0.00184 µM],17%,?,-2%,6%
Cc1ccc2[nH]c(-c3cccc(F)c3)cc(=O)c2c1,4.1µM*,5.2µM*,?,2%,-4%,-19%
CCn1c(SCC(=O)Nc2cc(C)on2)nnc1-c1cccs1,182%[activator],1%,1%,7%,1%,?
COc1ccc(S(=O)(=O)Cc2ccc(C(=O)NCc3ccco3)o2)cc1,31%[activator],·,-6%,1%,-3%,40µM*
CCOC(=O)c1sc(C)c2c1NC(c1ccc(N(C)C)cc1)NC2=O (stereo unspecified),?,?,-6%,2%,-6%,-12%
COc1cccc(NC(=O)CN(C)CC(=O)Nc2ccccc2-c2ccccc2)c1,-27%,-19%,?,-1%,-9%,7%
O=C(O)C1CSC(c2ccc3c(c2)OCO3)N1 (stereo unspecified),15%,46%[activator],1%,-2%,-14%,-19%
Cc1cc(C)n(-c2nc3c(c(=O)[nH]c(=O)n3C)n2Cc2ccc(F)cc2)n1,10%,-8%,17%,-6%,-1%,0%
CCC1SC2=NCN(c3ccccc3)CN2C1=O (stereo unspecified),6%,46%[activator],·,3%,·,2%
O=[N+]([O-])c1cccnc1Oc1ccc(F)cc1,?,9%,?,-1%,0%,8%
CC(C)n1nnnc1C(c1ccc(F)cc1)N1CCN(C2CCCC2)CC1 (stereo unspecified),12%,69%[activator],-8%,1%,0%,-8%
CCN(Cc1ccccc1)S(=O)(=O)c1cc(C(=O)NCC2CCCCC2)ccc1OC,12µM*,?,?,-1%,2%,-4%
CCCCC(=O)N1CCN(c2nc(-c3ccc(F)cc3)cs2)CC1,?,9%,?,-1%,5%,-15%

# Single records (already shown).
# Shown for `CCOC(=O)c1sc(C)c2c1NC(c1ccc(N(C)C)cc1)NC2=O` (stereo unspecified) → Pf growth 96h = ?; Pf growth 48h = ?; HCV inh = -6%; LmPK inh = 2%; Tb PYK inh = -6%; Sm TGR block = -12%
# Shown for `CC(C)n1nnnc1C(c1ccc(F)cc1)N1CCN(C2CCCC2)CC1` (stereo unspecified) → Pf growth 96h = 12%; Pf growth 48h = 69%[activator]; HCV inh = -8%; LmPK inh = 1%; Tb PYK inh = 0%; Sm TGR block = -8%

# (next part)
SMILES,Pf growth 96h,Pf growth 48h,HCV inh,LmPK inh,Tb PYK inh,Sm TGR block
Cn1c(=O)c2c(nc3n2CC(CO)O3)n(C)c1=O (stereo unspecified),427%[activator],-10%,-11%,0%,0%,-4%
O=C(CNC(=O)c1ccco1)NC1CCCCCC1,77%[activator],48%[activator],0%,·,8%,-1%
Cc1ccc(SCCc2cc[n+](CC(=O)c3ccccc3)cc2)cc1,?,75%[activator],-11%,13%,0%,3%
Cc1cc(C2CC(=O)Nc3ccccc3S2)c(C)s1 (stereo unspecified),51%[activator],62%[activator],1%,1%,0%,-8%
COc1ccc(N2C(=O)C3C4C=CC(C4)C3C2=O)c([N+](=O)[O-])c1 (stereo unspecified),33%[activator],-16%,4%,1%,3%,6%
CSc1nnc2ccc(-c3ccccn3)nn12,6%,?,11%,8%,-4%,11%
CC(Oc1ccc(Cl)cc1)C(=O)N1CCN(C(=O)c2ccco2)CC1 (stereo unspecified),1%,-23%,9%,·,4%,0%
O=C(Nc1ccc(C(=O)O)cc1)/C(=C\c1ccccc1)NC(=O)c1ccc(Br)cc1,52%[activator],-6%,20%,0%,1%,1%
Cc1ccccc1OCc1nnc(SC(C)C(=O)O)n1Cc1ccccc1 (stereo unspecified),-5%,30%,19%,-2%,-15%,62%[activator]
N#Cc1ccccc1OCC(=O)OCC(=O)NC1CCCC1,-3%,13%,16%,·,0%,0%
Clc1ccc(C2=Nn3c(nnc3-c3cccnc3)SC2)s1,132%[activator],4%,19%,3%,-1%,3%
CC(C)(C)c1ccc(NC(=O)Nc2ccc(F)cc2)cc1,-30%,?,10µM*,2%,-1%,·
C=CCn1c(SCc2cc(=O)n3ccsc3n2)nc2sc(C)c(C)c2c1=O,-14%,·,?,2%,12%,6%[11.4 µM]

# Assay outcomes deposited in PubChem BioAssay by National Center for Advancing Translational Sciences (NCATS).
